GLS inh – qHTS for Inhibitors of Glutaminase (GLS); Glutaminase kidney isoform, mitochondrial (Homo sapiens), O94925; GLS enzymatic activity, qHTS titration; Potency, µM (doses to about 45.5 µM), for inactives: at the highest dose activity change, negative = inhibition, usual class: inhibitors; 410,000 tested, 0.21% active; AID 624170, 2012; note: % is set by controls: 0 for no effect and ±100 for the full control effect
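Assay buffer: 45 mM KH2PO4 pH 8.2, 0.02% Tween-20. hKGA acts on L-glutamine (1 mM solution added); product glutamate is reported by an oxidase/peroxidase Amplex Red coupling, with fluorescence taken at baseline and 30 min.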
Pin1 inh – qHTS Assay to Find Inhibitors of Pin1; Peptidyl-prolyl cis-trans isomerase NIMA-interacting 1 (Homo sapiens), Q13526; Pin1 FP peptide displacement, HiFluor488, 10 min; Potency, µM (highest dose often 115 µM), for inactives: top-dose activity, negative = inhibition, most hits filed as inhibitors; 390,000 tested, 0.009% active; active = well fitted inhibition curve with a large enough effect in the polarisation, with a control signal flat, not every such curve was filed as active; inconclusive = small, poorly fitted or top-dose-only effect, or effect the other way, or a change in a side signal; inactive = no such curve, though single readings can be large or run the other way; the % refers to the polarisation; note: % is set by controls: 0 for no effect and ±100 for the full control effect
G9a inh – qHTS Assay for Inhibitors of Histone Lysine Methyltransferase G9a; Histone-lysine N-methyltransferase EHMT2 (Homo sapiens), Q96KQ7; G9a H3K9 monomethylation, AlphaScreen, 2 h; Potency, µM (top dose mostly 102 µM), for the others: at the highest dose activity, negative = inhibition, usual class: inhibitors; 350,000 tested, 8.8% active; AID 504332, 2011; note: % is set by controls: 0 for no effect and ±100 for the full control effect; nearly all actives have a fitted effect of over 75% in size
Target sequence (Q96KQ7 913-1193 limits assumed): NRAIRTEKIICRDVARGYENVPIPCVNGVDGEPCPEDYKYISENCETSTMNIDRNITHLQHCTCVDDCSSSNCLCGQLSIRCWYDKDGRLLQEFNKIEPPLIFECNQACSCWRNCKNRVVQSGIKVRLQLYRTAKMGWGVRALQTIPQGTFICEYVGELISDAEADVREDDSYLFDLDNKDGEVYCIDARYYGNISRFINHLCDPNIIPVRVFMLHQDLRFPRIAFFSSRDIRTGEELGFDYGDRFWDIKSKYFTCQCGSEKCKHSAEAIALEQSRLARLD
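Readings reflect AlphaScreen signal from monomethyl-H3K9 antibody detection. HMT at 20 nM; substrate b-H3K9 500 nM; cofactor SAM 20 uM; 2 h RT reaction; compounds tested as titrations in qHTS with 15 min preincubation.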
HP1b binding inh – HTS for Inhibitors of HP1-beta Chromodomain Interactions with Methylated Histone Tails; Chromobox protein homolog 1 (Homo sapiens), P83916; AlphaScreen HP1-beta / biotin-H3K9me3 peptide binding; Potency, µM (doses to about 114 µM), without a hit: at the highest dose activity change, negative = inhibition, usual class: inhibitors; 390,000 tested, 0.56% active; AID 540317, 2011; note: nearly all actives have a fitted effect of over 70% in size; inactives centre near 23
Target sequence (P83916 whole entry, looked up): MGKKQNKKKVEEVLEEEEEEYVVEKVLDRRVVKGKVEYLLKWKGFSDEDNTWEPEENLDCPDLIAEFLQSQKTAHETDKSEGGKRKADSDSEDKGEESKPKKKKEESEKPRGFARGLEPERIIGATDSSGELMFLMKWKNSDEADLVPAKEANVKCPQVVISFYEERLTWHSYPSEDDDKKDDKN
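HP1-beta protein (50 nM final) preincubated 30 min at room temperature with biotinylated H3(1-18)K9me3 peptide (50 nM) in PBS pH 7.4, 0.01% Tween-20, then compound added for 30 min. AlphaScreen streptavidin donor/nickel chelate acceptor beads (10 ug/mL final), 30 min dark, luminescence read.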
PGK inhibitor – qHTS Assay to Find Inhibitors of Phosphoglycerate Kinase; Phosphoglycerate kinase, glycosomal (Trypanosoma brucei brucei), P07378; PGK/GAPDH coupled, Kinase-Glo luminescence, 60 min; Potency, µM (top dose mostly 57.5 µM), for the others: at the top dose activity change, negative = inhibition, hits mostly inhibitors; 380,000 tested, 0.043% active; AID 602233, 2012; note: % is set by controls: 0 for no effect and ±100 for the full control effect; nearly all actives have a fitted effect of over 60% in size
Target sequence (P07378 whole entry, looked up): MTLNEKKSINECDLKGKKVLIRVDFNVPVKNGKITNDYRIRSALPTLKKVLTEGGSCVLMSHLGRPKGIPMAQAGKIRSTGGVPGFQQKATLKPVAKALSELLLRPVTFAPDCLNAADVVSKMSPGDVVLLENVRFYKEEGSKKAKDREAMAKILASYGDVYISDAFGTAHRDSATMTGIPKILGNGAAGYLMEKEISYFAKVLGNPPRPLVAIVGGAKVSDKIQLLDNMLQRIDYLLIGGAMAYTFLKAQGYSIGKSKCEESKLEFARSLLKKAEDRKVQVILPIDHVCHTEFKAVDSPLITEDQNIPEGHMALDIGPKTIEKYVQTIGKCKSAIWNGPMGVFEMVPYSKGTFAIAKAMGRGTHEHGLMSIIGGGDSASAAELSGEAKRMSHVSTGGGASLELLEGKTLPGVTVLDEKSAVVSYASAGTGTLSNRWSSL
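Luminescent ATP detection (Kinase-Glo Plus) follows a 60-minute room-temperature incubation, with wells lacking PGK as controls. Buffer: 100 mM TEA (pH 7.6), 5 mM MgCl2, 0.01% Tween-20. Coupling enzyme GAPDH (100 nM final) supplies unstable 1,3-BPG in-well.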
JMJD2A Tudor inh – qHTS Assay for Inhibitors of JMJD2A-Tudor Domain; AlphaScreen JMJD2A-Tudor / H3K4me3 peptide binding; Potency, µM (titrated, usually from 114 µM), for the others: at the top dose activity change, negative = inhibition, actives largely listed as inhibitors; 390,000 tested, 4.4% active; AID 504339, 2011; note: % is set by controls: 0 for no effect and ±100 for the full control effect; nearly all actives have a fitted effect of over 50% in size
POLI inh – qHTS for Inhibitors of Polymerase Iota; Pol iota fluorescent replication assay, 10 min; AID 588590, 2011; 390,000 tested, 1% active; Potency, µM (highest dose often 115 µM), for inactives: at the highest dose activity, negative = inhibition, actives largely listed as inhibitors; DNA polymerase iota (Homo sapiens), Q9UNA4
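Pol iota at 10 nM preincubated 15 min with compounds at room temperature; reaction started with fluorescent substrate, 50 nM final. Fluorescence read kinetically at 0 and 10 min; buffer-only wells as negative control.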
BLM inh – qHTS Assay for Inhibitors of Bloom's syndrome helicase (BLM) | RecQ-like DNA helicase BLM (Homo sapiens), P54132 | recombinant BLM DNA unwinding, fluorescence dequenching | Potency, µM (highest dose often 56.1 µM), inactives show at the highest dose activity change, negative = inhibition, most hits filed as inhibitors | 350,000 tested, 0.2% active | AID 2528, 2010;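 note: plate controls were vehicle for no effect and no enzyme for full effect; nearly all actives have a fitted effect of over 35% in size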
BAZ2B inh – qHTS Assay for Inhibitors of BAZ2B; 360,000 tested, 4.4% active; Potency, µM (doses to about 114 µM), for inactives: at the highest dose activity change, negative = inhibition, usual class: inhibitors; AlphaScreen BAZ2B-H3K14Ac peptide displacement; Bromodomain adjacent to zinc finger domain protein 2B (Homo sapiens), Q9UIF8; AID 504333, 2011; note: % is set by controls: 0 for no effect and ±100 for the full control effect; nearly all actives have a fitted effect of over 60% in size
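Multi-concentration screen (max 110 uM) measuring displacement of acetylated histone H3 peptide from BAZ2B by AlphaScreen, using 50 nM protein, 50 nM peptide and 10 ug/mL streptavidin donor plus Ni-chelate acceptor beads.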
* = called active by the depositor; i = inactive; ? = inconclusive; / = no result given; & = joins results of further samples; [ ] = another dose, or the depositor's remark. Unless noted, calls come from the whole dose curve; as a rule, active = well fitted curve in the direction sought with a large enough effect; inconclusive = small, poorly fitted or top-dose-only effect, or another doubt; inactive = no such curve, though single readings can be large; an effect the other way counts as inactive or inconclusive. Potency is the fitted concentration of half-maximal effect.

smiles | GLS inh | Pin1 inh | G9a inh | HP1b binding inh | PGK inhibitor | JMJD2A Tudor inh | POLI inh | BLM inh | BAZ2B inh
COC(=O)c1ccccc1NC(=O)CCCN1C(=O)C(c2ccccc2)Oc2cccnc21 (centres undefined) | -5%&0% | 0%&4% | 27%&-5%[59 µM] | 57%&13%[activator] | 2%&-10% | -2%&-6% | 24%&36% | -9%&-11% | 0%&7%
OC(CN1CCOCC1)C12CC3CC(CC(C3)C1)C2 (centres undefined) | 11% | 5% | 22%[59 µM] | 13% | / | -5% | 9% | -1% | 9%
Cc1ccc(N=C(N)N=C(N)N)cc1 | 1% | -4% | -5% | 23% | i | -20% | 3% | -2% | -20%
CCn1cc(C(=O)NCCCN(CC(C)C)CC(C)C)c(=O)c2cc(S(=O)(=O)N3CCOCC3)ccc21 | -2% | -8% | / | 27% | 0% | 2% | 17% | 2% | -1%
CC(C)Cc1nnc(NS(=O)(=O)c2ccc(Cl)cc2)s1 | 5% | 0% | ? | 49%[activator] | i | -3% | -8% | 1% | -6%
CCN1CCN(CCOc2ccc(Br)cc2C)CC1 | 0% | -7% | 7.9µM* | ? | -1% | 18µM* | 25% | -5% | 22µM*
Cc1ccc(S(=O)(=O)NCCC2(C(C)C)CCOC(C)(C)C2)cc1 (centres undefined) | 5% | -5% | 16%[2.33 µM] | 15% | i | -3% | 18% | -3% | 2%
CC(C(=O)O)c1ccc(C(=O)c2ccccc2)s1 (centres undefined) | -1% | 7% | ? | 51%[activator] | -21% | -14% | -15% | / | 10%
CCOc1ccccc1NC(=O)COC(=O)/C=C/c1ccc(OC)c(OC)c1 | -14% | 0% | 1% | 25% | i | -22%[57.1 µM] | 43%[activator] | 4% | -5%
O=C(O)c1nsc(Cl)c1Cl | 2% | -7% | 18% | 80%[activator] | 0% | 4%[11.4 µM] | ? | -1% | -3%
CC(=O)Nc1ccc(S(=O)(=O)Oc2ccc(/C=N/N=C3/NC(=O)C(CC(=O)O)S3)cc2)cc1 (centres undefined) | 8% | 2% | 3% | 38% | -12% | ? | -13% | -3% | 50µM*
Cn1cnc([N+](=O)[O-])c1C(=O)Nc1cccc([N+](=O)[O-])c1 | 2% | -1% | 32%[activator] | 39%[activator] | -3% | -5% | -17% | -9% | -2%
O=C(NCCN1CCNC1=O)C1CCC(=O)N(Cc2cccc(C(F)(F)F)c2)C1 (centres undefined) | 10% | -5% | -9% | 23% | 1% | 1% | 44%[activator] | -11% | -3%[57.1 µM]
COc1ccc(/C=C(\C#N)C(=O)NCC(c2ccc(F)cc2)N2CCOCC2)cc1 (centres undefined) | -1% | -5% | 28%[12.7 µM] | 39%[activator] | -9% | -10%[11.4 µM] | 18% | 0% | -31%
COC(=O)c1cc(OC)c(OC)cc1NC(=O)CSc1nnnn1Cc1ccccc1 | 5% | 15% | 8%[12.7 µM] | 22% | -1% | -5% | 7% | -1% | -1%
O=c1ccn(CCCBr)c(=O)[nH]1 | 18% | 1% | 40µM* | 39%[activator] | -2% | 4% | 62%[activator] | 0% | -4%
O=C(CSCc1ccc(Cl)cc1)Nc1ccccc1O | 8% | 45%[activator] | -3% | 24% | -3% | -2% | 28% | -6% | -34%
COc1cc(CO)cc(Br)c1OCC(=O)Nc1cccc2ccccc12 | -2% | -1% | -11% | 20% | -2% | -7% | 15% | -1% | -14%
COc1cccc2cc(C(=O)N3CCN(c4ccccc4F)CC3)c(=O)oc12 | 6% | 0% | ? | 46%[activator] | 3% | -5% | 6% | -1% | -2%
O=C(Nc1ccc(S(=O)(=O)Nc2nccs2)cc1)c1cc(-c2ccccc2Cl)nc2ccccc12 | -6% | 27% | / | ? | -9% | ? | ? | -14% | ?
C/C(=C\c1ccccc1F)C1Nc2cccc3cccc(c23)N1 | -11% | -10% | 6%[0.501 µM] | ? | -8% | ? | 7% | / | ?
CC1CC(C)CN(CCOc2cccc3ccccc23)C1 (centres undefined) | -3% | 2% | 17%[2.33 µM] | 40% | 6% | -26% | -2% | -10% | -3%
COc1cc(CNC(=O)c2cnc(SC)nc2-c2ccccc2)cc(OC)c1OC | 2% | -3% | 7%[59 µM] | -10% | -1% | -21% | 10% | 0% | 5%
S=C(Nc1ccccc1)Nc1ccc(OCc2ccc(Cl)cc2Cl)cc1 | 2% | 1% | -21%[59 µM] | 15% | -4% | -14% | -2% | 0% | -1%
COc1cc(C(=O)Nc2cccc(-c3nc4ncccc4o3)c2C)cc(OC)c1OC | -2% | 0% | -9% | 18% | -2% | -21% | 12% | -1% | 0%

4 entries out of the list, ordered by formula weight, falling.
smiles | GLS inh | Pin1 inh | G9a inh | HP1b binding inh | PGK inhibitor | JMJD2A Tudor inh | POLI inh | BLM inh | BAZ2B inh
O=C(Nc1ccc(S(=O)(=O)Nc2nccs2)cc1)c1cc(-c2ccccc2Cl)nc2ccccc12 | -6% | 27% | / | ? | -9% | ? | ? | -14% | ?
COc1cccc2cc(C(=O)N3CCN(c4ccccc4F)CC3)c(=O)oc12 | 6% | 0% | ? | 46%[activator] | 3% | -5% | 6% | -1% | -2%
CC1CC(C)CN(CCOc2cccc3ccccc23)C1 (centres undefined) | -3% | 2% | 17%[2.33 µM] | 40% | 6% | -26% | -2% | -10% | -3%
O=c1ccn(CCCBr)c(=O)[nH]1 | 18% | 1% | 40µM* | 39%[activator] | -2% | 4% | 62%[activator] | 0% | -4%

Next part:
smiles | GLS inh | Pin1 inh | G9a inh | HP1b binding inh | PGK inhibitor | JMJD2A Tudor inh | POLI inh | BLM inh | BAZ2B inh
COc1ccccc1CNc1ccc2c(c1)CCC2 | -13% | ? | -10%[0.501 µM] | 10% | -5% | ? | 52% | -12% | -10%
COc1ccc(/C(C)=N/NC(=S)NCCc2ccccc2)cc1 | 12% | -5% | -40% | -13% | i | ? | 31%[activator] | -13% | 25µM*
CCN1CCN(c2ccc(NC(=O)c3ccco3)cc2)CC1 | 13% | -3% | / | 10% | -9% | -16% | 11% | 3% | -10%
O=c1oc2ccc3ccccc3c2cc1-c1nnc(-c2ccccc2)o1 | 4% | 8% | 3% | 43%[activator] | 1% | -14% | 2% | -1% | 2%
CN(C)CCCO[C@@H]1[C@H]2OC(C)(C)O[C@H]2O[C@@H]1[C@H](O)CO | 3% | -8% | 0%&-1%[59 µM] | 14% | -7% | -18% | ? | / | -2%
CC1CN(S(=O)(=O)c2ccc(C(=O)N3c4ccccc4CC3C)cc2)CC(C)O1 (centres undefined) | -7% | 0% | 9%[12.7 µM] | 34% | -8% | 9% | -7% | / | 0%
COc1ccc2c(c1)c(=O)c(C(=O)c1ccccc1)cn2Cc1ccccc1 | -2% | -3% | 1% | 40%[activator] | i | -7% | 17% | -8% | -6%
COc1cccc(CN2CC(C(=O)NCc3cccc(N4CCCC4)c3)CCC2=O)c1 (centres undefined) | -6% | 0% | 79µM* | 16% | -5% | -35% | ? | -3% | ?
COc1ccccc1CNC(=O)CN1C(=O)CCCc2ccccc21 | -2% | -5% | -1%[59 µM] | 33% | 0% | -8% | -10% | 0% | 1%
COc1cc(C(=O)N2CCCN(c3nc4cc(C)ccc4cc3C#N)CC2)cc(OC)c1OC | -13% | -3% | 40% | 40% | i | -10% | 7% | 0% | 40%[activator]
CC1CCCCN1S(=O)(=O)c1ccc(NC(=O)c2ccco2)cc1 (centres undefined) | -2% | 4% | 13% | 14% | -2% | -17% | 9% | -3% | -28%
Cc1cccc(C(=O)OCC(=O)Nc2c(C)n(C)n(-c3ccccc3)c2=O)c1 | -4% | 3% | 22%[12.7 µM] | 43%[activator] | i | 0% | 4% | / | 2%
CCN(CC)CCNC(=O)c1cc(-c2ccco2)nc2ccccc12 | -1% | 0% | 32µM* | -2% | -1% | 63µM* | 55%[activator] | 39%[activator] | -29%
Cc1ccc(C)c(NC(=O)CN(C)C(=O)Cc2ccc(Cl)cc2Cl)c1 | 13% | 13% | -44% | 3% | -10% | -1% | 14% | -5% | 7%
COc1ccc(Cl)cc1C(=O)Nc1ccc(OCC(=O)N2CCOCC2)cc1 | 2% | 5% | / | 20% | -2% | 5% | 6% | 1% | -2%
N=c1c2c(-c3ccccc3)c(-c3ccccc3)n(Cc3ccco3)c2ncn1Cc1ccccc1 | 3% | 2% | -9%[12.7 µM] | 14% | -6% | -18% | 29% | -5% | 45µM*
COc1cccc(/C=N/NC(=O)C(=O)N2CCCC2)c1 | -1% | 0% | / | 23% | -7% | -2% | 49%[activator] | / | /

Full records from above. Order of values: GLS inh	Pin1 inh	G9a inh	HP1b binding inh	PGK inhibitor	JMJD2A Tudor inh	POLI inh	BLM inh	BAZ2B inh
`Cc1ccc(S(=O)(=O)NCCC2(C(C)C)CCOC(C)(C)C2)cc1` (centres undefined) is listed with 5%	-5%	16%[2.33 µM]	15%	i	-3%	18%	-3%	2%
`C/C(=C\c1ccccc1F)C1Nc2cccc3cccc(c23)N1` is listed with -11%	-10%	6%[0.501 µM]	?	-8%	?	7%	/	?

Bioassay records deposited in PubChem by National Center for Advancing Translational Sciences (NCATS).

These rows are one share of the data; count on the stated rates, not on these rows.
